# Compound activity from PubChem BioAssay.
# Yeast growth inh – growth inhibitors of yeast BB579 in restrictive medium, primary screen, yeast lifespan-shortening project, S. cerevisiae | inhibition, % at 10 µM | AID 804, 2007 | OD615, 48 h | 0.51% of 140,000 active;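 active means inhibition above a set limit, 3 SD over the mean compound inhibition, cut at about 44% in these data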; further: inactives centre near -24
#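 System: Saccharomyces cerevisiae DeaD strain BB579, replicative lifespan model yeast. Buffer or medium: restrictive glucose-based CSMM-D medium. Doses: one dose, 10 µM compound with 0.25% DMSO. Timing: 4 h preincubation and 48 h exposure at 30 °C. Detection: turbidity as optical density at 615 nm. Benchmarks: amphotericin B 10 µg/mL, positive.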
# Yeast lifespan up – compounds extending yeast replicative lifespan, primary screen, S. cerevisiae, OD615; 0.68% of 130,000 active; S. cerevisiae growth with nicotinamide; deaD strain in restrictive glucose medium; inhibition of the nicotinamide effect, % at 10 µM; AID 775, 2007;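 active means inhibition above a set limit, placed 3 SD over the median of all compounds, cut at about 26% in these data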;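 further: 0% = nicotinamide-treated wells and 100% = cells grown without nicotinamide; some compounds called inactive have numbers as strong as hits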
#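 assay system = DeaD-strain S. cerevisiae | measured by = absorbance at 615 nm | probe or stimulus = nicotinamide 1.5 mM | buffer or medium = CSMM-D glucose medium, restrictive | times = 48 h at 30 °C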
# Phagocytosis inh – inhibitors of macrophage phagocytosis, primary screen, imaging, J774A.1 cells, IgG beads; inhibition, % at 5 µM; 0.07% of 110,000 active; J774A.1 macrophage IgG-bead phagocytosis;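 active means inhibition above the mean of the plate negative controls plus 5 SD, cut at about 13% in these data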;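 further: phagocytic index as fraction of beads internalized from green versus red external bead signal; plate controls were DMSO negative control for no effect and cytochalasin-D positive control for full effect; some results beyond the cut were filed as inactive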
# MRP-1 activ – H69AR viability gain despite doxorubicin, primary screen, MRP-1 activator project, H69AR cells, CellTiter-Glo | viability increase, % at 10 µM | AID 799, 2007 | 0.61% of 140,000 active | viability rescue;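 active means viability gain under doxorubicin at or above a set limit, the compound median plus 3 SD, cut at about 4.7% in these data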;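 further: MRP-1 overexpressing cells given doxorubicin 25 µM after compound pretreatment; 18-22 h compound pretreatment then 72 h with doxorubicin before readout; 0% = doxorubicin-only wells and 100% = vehicle-treated cells without doxorubicin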
# HCT116 PTEN-null – growth suppression of PTEN-null HCT116, primary screen, cell-based, CellTiter-Glo | 1.2% of 140,000 active | HCT116 PTEN-null viability, 60 h; active compounds read low | viability, % at 10 µM;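 active means viability at or below a set limit, 4 SD under the median of all tested compounds, cut at about 3.7% in these data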;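 further: PTEN knockout HCT116 line with beta catenin targeted HCT116 as companion control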
# bCat KO growth – primary screen for growth suppressors in beta-catenin knockout HCT116 cells (colon tumor, human). AID 818, 2007. HCT116 beta-catenin knockout viability, CellTiter-Glo, 60 h; active compounds read low. viability, % at 10 µM. 1.5% of 140,000 active;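 active means viability at or under a set limit, the compound median less 4 SD, cut at about 6% in these data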;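 further: 0% = Hyamine 1622 control at 20 µM and 100% = untreated cell control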
# E-sel TNF inh – E-selectin induction blockers in HUVEC – imaging, immunofluorescence, high content, primary screen | HUVEC TNFa-induced E-selectin immunofluorescence | inhibition, % at 2 µM | 0.71% of 120,000 active | AID 1246, 2008;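 active means inhibition above the batch mean plus 3 SD, and confirmed as a hit on visual image review, cut at about 43% in these data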;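 further: 0% = TNF-stimulated DMSO wells and 100% = unstimulated control wells; not every result past the cut was called active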
# NPY-Y2 antag – NPY-Y2 receptor antagonists, primary screen, cell-based; NPY-Y2 expressing cells, antagonist mode; inhibition, % at 2.7 µM; Neuropeptide Y receptor type 2 (Homo sapiens), P49146; 0.99% of 140,000 active; in the data active means inhibition above about 17%;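 further: 0% = vehicle with agonist challenge and 100% = reference antagonist with challenge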
# Target sequence (P49146 whole entry, looked up): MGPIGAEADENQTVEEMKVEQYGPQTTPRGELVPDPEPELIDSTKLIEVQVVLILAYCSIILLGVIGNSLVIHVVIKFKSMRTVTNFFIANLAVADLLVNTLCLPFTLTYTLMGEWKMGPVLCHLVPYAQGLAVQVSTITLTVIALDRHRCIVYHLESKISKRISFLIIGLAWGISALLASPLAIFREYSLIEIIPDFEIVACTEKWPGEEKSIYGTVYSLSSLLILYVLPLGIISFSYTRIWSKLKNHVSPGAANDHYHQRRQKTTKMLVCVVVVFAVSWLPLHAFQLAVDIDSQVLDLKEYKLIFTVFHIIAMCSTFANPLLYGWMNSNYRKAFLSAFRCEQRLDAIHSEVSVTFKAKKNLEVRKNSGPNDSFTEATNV
# GALR2 blocker – GALR2 antagonists in receptor-expressing cells, primary screen. AID 828, 2007. Galanin receptor type 2 (Homo sapiens), O43603. 0.39% of 140,000 active. inhibition, % at 4 µM. antagonist mode; in the data active means inhibition above about 27%;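 further: cells stimulated with galanin 1-16 at roughly its EC80; 0% = agonist challenge control and 100% = basal control without agonist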
# Target sequence (O43603 whole entry, looked up): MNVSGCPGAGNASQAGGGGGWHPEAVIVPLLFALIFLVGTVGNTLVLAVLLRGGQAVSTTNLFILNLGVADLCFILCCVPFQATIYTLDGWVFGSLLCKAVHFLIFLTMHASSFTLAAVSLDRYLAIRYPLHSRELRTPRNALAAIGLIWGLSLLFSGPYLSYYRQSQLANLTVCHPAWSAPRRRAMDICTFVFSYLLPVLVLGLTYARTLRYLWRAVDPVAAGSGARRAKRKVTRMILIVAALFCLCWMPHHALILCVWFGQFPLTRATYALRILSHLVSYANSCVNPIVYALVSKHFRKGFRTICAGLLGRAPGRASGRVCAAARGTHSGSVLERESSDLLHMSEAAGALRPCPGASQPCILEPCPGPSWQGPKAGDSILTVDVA
# Measles CPE – compounds protecting cells from measles virus cytopathic effect, primary screen, measles RdRp inhibitor project, single point, MLSMR library, absorbance | AID 841, 2007 | protection (pct of control), % at 4 µM | Measles virus-infected cells, CPE protection | 1.5% of 140,000 active; in the data active means protection mostly above about 24%, no sharp cut-off; inactive means mostly below about 26%; further: some compounds called inactive have numbers as strong as hits
# * marks the source's active call; other numbers are inactive results; . = no result given; [ ] = another dose, or the depositor's remark.
SMILES,Yeast growth inh,Yeast lifespan up,Phagocytosis inh,MRP-1 activ,HCT116 PTEN-null,bCat KO growth,E-sel TNF inh,NPY-Y2 antag,GALR2 blocker,Measles CPE
CCOCc1nc(N)[nH]c(=O)c1Cc1ccc(OC(C)C)cc1,2,.,.,-0.3,91,91,-11,4,-3,6
Cc1ccc(Cn2nc(C)c(NC(=O)CCCn3nc([N+](=O)[O-])c(Cl)c3C)c2C)cc1,-65,1,-8,2.2,85,82,8,2,-4,1
Oc1sc(C=Nc2ccc(F)cc2)c2ccccc12,-80,-10,0,-1.2,107,95,-3,1,39*,11
COc1ccc2c(c1)C1NC(=S)NC(C)(O2)C1C(=O)Nc1ccc(C)cc1C (centres undefined),-28,1,-5,-0.1,95,82,-6,-1,-1,17
CN(C)c1ccc(C(=O)c2ccc(N(C)C)c3ccccc23)cc1,-41,.,.,-4.4,14,15,15,15,30*,4
COc1ccccc1C(=O)OCc1nc(N)nc(Nc2ccccc2C)n1,-20,-4,-6,1.3,83,90,46,4,-7,15
O=C(CCSc1nc(-c2ccco2)cc(C(F)(F)F)n1)Nc1ccc2c(c1)OCO2,-63,-12,0,-1.9,88,80,-12,8,-13,.
OC(C#CCN1CCCCC1)c1ccccc1 (centres undefined),4,2,-1,-0.1,108,103,-9,-1,-7,8
Cc1ccc(-c2noc(CCC(=O)NCCCN3CCN(c4ccc(F)cc4)CC3)n2)cc1,-7,-14,-1,-1.7,9,12,-31,3,6,1
O=C(CN1CCN(Cc2ccccc2)CC1)N/N=C/c1c[nH]c2ccccc12,-35,-1,5,2.6,86,87,.,4,5,14
COc1ccc(N=C2SC(CC(=O)Nc3cccc(Cl)c3)C(=O)N2Cc2ccco2)cc1 (centres undefined),-27,-1,-5,-3.1,36,42,41,-2,5,5
Cc1cccc(C)c1NC(=O)C1(N(Cc2ccco2)C(=O)CC2NC(=O)NC2=O)CCCC1 (centres undefined),-24,-10,0,0.1,109,92,5,4,-5,5
O=C(Cn1c(SCC(=O)N2CCc3ccccc3C2)nc2ccccc21)NC1CCCC1,-35,-7,.,-2.4,99,89,12,3,14,19
O=C(c1oc2ccccc2c1CSCc1ccccc1)N1CCN(c2ncccn2)CC1,-34,-6,-3,2.4,15,17,.,14,-1,13
c1ccc(-c2ccc(OCCCn3cncn3)cc2)cc1,80*,-18,0,0.6,94,126,-31,0,-4,11
Cc1cc(N2CCN(c3ccccc3)CC2)nc(NCc2ccccc2)n1,-29,-11,1,-1.7,33,41,-2,4,2,14
COc1cccc(C2=NO[C@@H]3C(=O)N(Cc4ccccc4)C(=O)[C@H]23)c1OC,-6,-3,0,-0.1,105,95,-30,1,-20,9
CCOC(=O)c1sc2ncn(/N=C/c3cccnc3)c(=O)c2c1C,-27,-11,0,-1.0,85,92,-5,4,-16,5
CCn1c2c(c3cc(Cl)ccc31)CCCC2=O,-15,-5,.,-0.3,104,85,-8,3,1,12
Cc1cccc(C)c1OCC(=O)Nc1cccc(-c2nnc(-c3ccccc3)o2)c1,-4,-3,0,-4.8,43,63,.,4,-6,19
CCCCCc1ccc(-c2ccc(C(=O)O)cc2)nc1,-31,.,.,-1.5,82,88,-12,4,0,8
CC1CCCC(NC(=O)CSc2nnnn2C)C1C (centres undefined),-14,-10,0,0.2,112,87,.,2,1,10
CCSc1nnc(NC(=O)CSc2ncccn2)s1,-63,-12,0,-0.4,102,105,5,2,-9,4
COC(=O)C(O)(CC(=O)Nc1ccc(OC(F)(F)F)cc1)C(F)(F)F (centres undefined),-37,-13,0,-1.4,90,94,7,3,-7,8
CCCCS(=O)(=O)Nc1ccc(C)cn1,-14,2,-12,-3.1,94,96,11,1,3,19

# Four compounds out of the list, ordered by SMILES length, smallest number first.
SMILES,Yeast growth inh,Yeast lifespan up,Phagocytosis inh,MRP-1 activ,HCT116 PTEN-null,bCat KO growth,E-sel TNF inh,NPY-Y2 antag,GALR2 blocker,Measles CPE
CC1CCCC(NC(=O)CSc2nnnn2C)C1C (centres undefined),-14,-10,0,0.2,112,87,.,2,1,10
CCn1c2c(c3cc(Cl)ccc31)CCCC2=O,-15,-5,.,-0.3,104,85,-8,3,1,12
O=C(c1oc2ccccc2c1CSCc1ccccc1)N1CCN(c2ncccn2)CC1,-34,-6,-3,2.4,15,17,.,14,-1,13
O=C(CCSc1nc(-c2ccco2)cc(C(F)(F)F)n1)Nc1ccc2c(c1)OCO2,-63,-12,0,-1.9,88,80,-12,8,-13,.

# New compounds follow:
SMILES,Yeast growth inh,Yeast lifespan up,Phagocytosis inh,MRP-1 activ,HCT116 PTEN-null,bCat KO growth,E-sel TNF inh,NPY-Y2 antag,GALR2 blocker,Measles CPE
COC(=O)C1(C)CN(S(=O)(=O)c2ccc(C)cc2)c2cc(OC)ccc2C1=O (centres undefined),-42,8,-3,-4.0,81,89,.,3,0,3
COc1cc(CNCc2ccccn2)ccc1OCC(N)=O,-31,-4,-2,-1.7,102,110,-26,3,3,17
COCCN(C(=O)CN1CCc2ccccc2C1)c1c(N)n(Cc2ccccc2)c(=O)[nH]c1=O,-47,-1,0,-3.3,90,88,.,0,-3,2
CC(NC(=O)C1CCC1)c1ccccc1 (centres undefined),-38,-6,2,-0.1,111,91,6,2,8,6
CCc1ccc(S(=O)(=O)NCc2cn3c(C)csc3n2)s1,-19,0,1,-3.8,81,87,.,1,3,1
O=C(c1ccc(F)cc1)N1CCN(C2CC3CCC2C3)CC1 (centres undefined),-28,1,0,-0.1,97,98,.,-2,-9,6
Cc1ccc(Nc2ncccc2C(N)=O)cc1,-13,-7,-1,0.5,103,92,18,1,-2,5
CCOc1ncccc1C(=O)OCC(=O)Nc1ccc(C)c(S(=O)(=O)N2CCOCC2)c1,-2,-6,-8,-1.5,81,75,.,0,-10,5
Cc1nonc1OCC(C)(COc1nonc1C)NC(=O)c1ccccc1,-19,.,.,-1.5,89,85,-15,2,-12,17
O=C(COC(=O)CNC(=O)c1ccc(Cl)cc1)Nc1ncc(C(F)(F)F)cc1Cl,-34,5,-7,1.8,102,91,-9,8,5,16
CC(OC(=O)CCC(=O)c1cccs1)C(=O)Nc1ccc(Cl)cn1 (centres undefined),-41,-1,-6,-0.3,85,84,.,3,-10,10
Brc1ccc(-c2cn3c(n2)CCc2ccc4cccnc4c2-3)cc1,-72,-21,.,-3.5,63,63,-3,-3,4,12
CN(C)c1cc2c(c(N(C)C)c1)C(=O)c1ccccc1C2=O,-7,-10,4,-2.9,89,85,-18,-4,-2,4
CC(C(=O)N1CCOCC1)N1c2cccc3cccc(c23)S1(=O)=O (centres undefined),-56,-4,1,-1.9,98,98,-2,1,-8,3
C/C(CC(=O)Nc1ccc(Cl)c(C(F)(F)F)c1)=N\NC(=O)c1ccccc1O,-22,-8,-12,-3.9,49,65,14,1,-4,3
COc1ccc(NC(=O)c2cccnc2N2CCCC2)cc1,-11,-28,-2,-5.7,88,87,4,-1,4,18
O=C(COc1ccccc1N1C(=O)c2ccccc2C1=O)c1ccc(Cl)cc1,-25,-3,6.1*[artifact],-1.0,98,92,-8,4,4,4
COCCCNC(=S)NNC(=O)c1ccoc1C,5,0,0,0.0,98,96,.,1,9,.
O=C(Cn1nc(Cc2ccncc2)c2ccccc2c1=O)N1CCc2ccccc2C1,-3,3,-1,0.6,86,88,.,2,3,2
O=C(CSc1nnc(-c2ccc(F)cc2)c2ccccc12)Nc1ccccc1Cl,0,-1,2,-4.1,69,67,10,-1,-7,8
COc1ccc(NC(=O)c2[nH]c(C)c(C(C)=O)c2C)cc1S(=O)(=O)N1CCOCC1,-46,-2,1,-3.4,68,67,.,1,0,6
Cc1nc2ccccc2cc1C(=O)N/N=C/c1cccs1,-17,1,-3,0.9,90,96,.,3,7,10
Cc1ccccc1NC(=O)CSc1nc2ccccc2o1,-2,-14,2,1.4,85,81,-7,1,6,12
CC(=NCC1CCNCC1)C1=C(O)CC(C)(C)CC1=O,-18,0,0,-0.6,105,109,15,0,-7,25
O=C(Cn1ncc2ccccc21)N1CCN(c2cccc(C(F)(F)F)c2)CC1,-33,.,.,-2.8,90,89,3,8,-6,4

# One compound at a time (already shown). Order of values: Yeast growth inh	Yeast lifespan up	Phagocytosis inh	MRP-1 activ	HCT116 PTEN-null	bCat KO growth	E-sel TNF inh	NPY-Y2 antag	GALR2 blocker	Measles CPE
# Shown for O=C(Cn1c(SCC(=O)N2CCc3ccccc3C2)nc2ccccc21)NC1CCCC1 : -35	-7	.	-2.4	99	89	12	3	14	19
# Shown for CC(=NCC1CCNCC1)C1=C(O)CC(C)(C)CC1=O : -18	0	0	-0.6	105	109	15	0	-7	25
# Shown for COCCN(C(=O)CN1CCc2ccccc2C1)c1c(N)n(Cc2ccccc2)c(=O)[nH]c1=O : -47	-1	0	-3.3	90	88	.	0	-3	2
# Shown for Cc1ccc(Cn2nc(C)c(NC(=O)CCCn3nc([N+](=O)[O-])c(Cl)c3C)c2C)cc1 : -65	1	-8	2.2	85	82	8	2	-4	1
# Shown for O=C(CN1CCN(Cc2ccccc2)CC1)N/N=C/c1c[nH]c2ccccc12 : -35	-1	5	2.6	86	87	.	4	5	14

# (further entries)
SMILES,Yeast growth inh,Yeast lifespan up,Phagocytosis inh,MRP-1 activ,HCT116 PTEN-null,bCat KO growth,E-sel TNF inh,NPY-Y2 antag,GALR2 blocker,Measles CPE
CC(C)NC(=O)CSc1nnc(COc2ccccc2Cl)o1,-43,-11,2,-1.3,88,98,4,0,9,6
COc1ccc(C2C(C(C)=O)=C(O)C(=O)N2CCc2ccccc2)c(OC)c1 (centres undefined),13,-24,-1,-1.9,97,94,.,0,-8,3
COc1ccc(/C=C(\NC(=O)c2cccs2)C(=O)Nc2cccc3ccccc23)cc1OC,-33,3,-3,-3.3,64,74,4,13,1,17
CC(C)CCNC(=O)NC(=O)COc1c(F)c(F)cc(F)c1F,-30,-3,2,0.9,98,90,6,7,8,34
OCCNCCCOc1ccc(Cl)cc1Br,-20,-22,.,-5.8,58,63,-8,5,3,6
O=C1OC(c2ccc(O)cc2)(c2ccc(O)cc2)c2ccccc21,-21,3,.,-2.9,82,79,.,6,2,19
Cn1c(-c2ccc(F)cc2)cnc1NCc1ccc(F)cc1,-59,9,1,-1.4,82,75,24,5,21,5
COc1ccccc1Cc1noc(C(C)(C)NC(=O)c2ccccc2)n1,-57,-5,-1,-0.1,101,101,-4,4,-6,18
